# Screens as filed in PubChem.
# S3 lipid droplet = qHTS Assay for Lipid Storage Modulators in Drosophila S3 Cells; AID 2685; hit rate 0.64% among 320,000; Drosophila S3 cells, BODIPY lipid droplet fluorescence, 18-24 h; cells fed with added oleic acid; lipid storage change, negative = inhibition, % at the top dose, mostly 46.1 µM; hits show Potency in µM; active = well fitted inhibition curve with a large enough effect in the signal ratio, with a control signal flat, not every such curve was filed as active; inconclusive = small, poorly fitted or top-dose-only effect, or effect the other way, or a change in a side signal; the % refers to the signal ratio
#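 Drosophila S3 cells got compounds at several concentrations plus oleic acid (400 uM solution). Laser-scanning cytometry with 488 nm excitation read lipid droplets at 500-530 nm and cells at 575-640 nm. Percent activity was relative to 20 uM Triacsin C.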
# S3 lipid droplet cell count max = second read-out of S3 lipid droplet, no call of its own (marks repeat the call); cell number change, %; measured here: cell count max response;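 cells counted by Cell Tracker Red CMTPX staining in the red channel; peak over a dose series mostly up to 46.1 µM; percent activity relative to internal control wells on each plate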
# The depositor's hits bear a star; i = inactive; ? = inconclusive; / = not tested or not shown. % is set by controls: 0 for no effect and ±100 for the full control effect; potency is the fitted concentration of half-maximal effect.
SMILES,S3 lipid droplet,S3 lipid droplet cell count max
Cc1ccc(S(=O)(=O)Nc2ccncc2)c(C)c1,?,/
Cn1c(SCC(=O)NCC2CCCO2)nc2c([nH]c3ccccc32)c1=O (centres undefined),6.3%,4.4
Cc1ccccc1OCC(=O)N/N=C/c1cccc2cccnc12,?,/
COc1ccc(N2CCN(CCNC(=O)Nc3cccc(C)c3C)CC2)cc1,8.6%,21.4
O=C(CSc1nnc2ccc(-c3ccccn3)nn12)Nc1ccc(F)cc1F,?,/
Cc1cc2oc(=O)cc(CSc3nc(N)cc(N)n3)c2cc1C(C)C,?,/
CC(C)n1ncc2c(C(=O)O)cc(C3CC3)nc21,7.1%,8.9
O=C(NCCc1ccc(Cl)cc1)C1CCN(c2ncccn2)CC1,8.9%,18.6
O=C(c1ccco1)N1CCCN(Cc2cn[nH]c2-c2ccc(-c3ccccc3)cc2)CC1,?,/
CCCCNC(=O)COC(=O)c1ccc(Cl)c(S(=O)(=O)N2CCCC2)c1,4.6%,-10.9
COc1ccc(NC(=O)c2cccc(OC(F)F)c2)cc1Cl,?,/
COc1ccc(-n2c(C)cc(C(=O)CCl)c2C)cc1,?,/
O=C(CSc1nnc(NC(=O)c2ccccc2Cl)s1)Nc1ccc2c(c1)oc1ccccc12,-15.1%,2.5
CCOC(=O)NC(Nc1cc(C)ccn1)(C(F)(F)F)C(F)(F)F,?,/
CN1CCC(OC(=O)COc2ccccc2)CC1,-13.0%,-15.4
Cc1ccc([C@@H]2[C@@H]3C(=O)N(C)C(=O)[C@@H]3[C@]3(Cc4ccccc4)C(=O)N(Cc4ccccc4)CC(=O)N23)o1,?,/
COC(=O)C(CC(C)C)NC(=O)C(N)Cc1ccccc1 (centres undefined),?,/
O=C(COc1cccc(F)c1)N1c2ccccc2Sc2ccccc21,13.9%,13.0
Fc1ccc(Sc2ccccc2CNC2=NCCN2)cc1,-0.7%,15.6
O=C(Nc1cccc(S(=O)(=O)N2CCCCCC2)c1)c1ccc(=O)[nH]c1,?,/
NC(=O)c1cc(S(=O)(=O)N2CCCC2)ccc1OCCOc1ccccc1F,6.5%,9.6
CC1(C)NC(=O)N(CC(=O)Nc2nc(-c3ccc(F)cc3)cs2)C1=O,i,15.7
Cc1ccc(NC(=O)[C@@H]2CCCN2S(=O)(=O)c2ccccc2C(F)(F)F)cc1S(=O)(=O)N1CCOCC1,?,/
CCN(C(=O)COC(=O)c1ccc(Cl)c(N)c1)C1CCS(=O)(=O)C1 (centres undefined),0.3%,6.8
CN(CC(=O)Nc1ccccc1Cl)C(=O)CSc1ncc(C(F)(F)F)cc1Cl,12.1%,-4.4
CCOc1ccc(S(=O)(=O)n2c(C)nc3ccccc32)cc1,20.3%,7.7
Cc1nc([N+](=O)[O-])c(C(=O)O)n1C,?,/
CCOc1ccc(Cl)cc1C(c1c(C)[nH][nH]c1=O)c1c(C)[nH][nH]c1=O,?,/
COc1ccc(C(=O)/C=C/Nc2ccc(S(=O)(=O)Nc3ncccn3)cc2)cc1,1.0%,-0.4
CCn1c(=O)c2cc(C(=O)NCCN(C)C)sc2c2ccccc21,11.8%,10.3
CCOC(=O)C1=C(C)NC(=O)NC1c1ccoc1 (centres undefined),-8.4%,12.2
CC(C)(C)OC(=O)N1CCC(CNC(=O)Nc2ccccc2)CC1,?,/
CN(c1ccccc1C(=O)N1CCCC1)S(C)(=O)=O,?,/
O=C(O)/C=C/C(=O)Nc1ccc(Oc2ncnc3cc(Cl)ccc23)nc1,5.2%,13.5
COc1ccc(C(=S)N2CCCC2)cc1,-19.9%,-22.9
CCOC(=S)SCC(=O)Nc1ncc(C)s1,?,/
CN(C(=O)c1ccc2nc(N)sc2c1)c1ccccc1,?,/
Cc1sc2ncnc(NCCCn3ccnc3)c2c1C,?,/
Cc1ccc(C(=O)OC(C)CN2C(C)CCCC2C)cc1 (centres undefined),0.4%,-7.0
CCOc1ccc(OCCC(=O)OC(C)C(=O)Nc2ccc(Cl)cn2)cc1 (centres undefined),?,/
COc1ccc(C2CC(c3ccc4ccccc4c3OC(C)=O)=NN2C(C)=O)cc1 (centres undefined),?,/
Cc1cc(-c2ccc(C)c(S(=O)(=O)NCCCN3CCCCCC3)c2)on1,i,3.1
CCSc1nnc(Cc2cc(=O)[nH]c(=O)[nH]2)n1-c1ccc(Cl)cc1,4.9%,12.5
O=C1CSCC(=O)N1Cc1ccc(Cl)cc1Cl,13.2%,8.7
CC(C)(Oc1ccc(CCNC(=O)c2ccc(-c3ccc(Cl)cc3)o2)cc1)C(=O)O,?,/

# Three of the compounds above, bar-delimited:
structure | S3 lipid droplet | S3 lipid droplet cell count max
CC(C)(C)OC(=O)N1CCC(CNC(=O)Nc2ccccc2)CC1 | ? | /
Cc1sc2ncnc(NCCCn3ccnc3)c2c1C | ? | /
O=C(O)/C=C/C(=O)Nc1ccc(Oc2ncnc3cc(Cl)ccc23)nc1 | 5.2% | 13.5

# (continued)
SMILES,S3 lipid droplet,S3 lipid droplet cell count max
CCCCOc1ccccc1C1C(C(=O)OC)=CN(CC)C=C1C(=O)OC,?,/
O=C(Nc1cccc(C(=O)N2CCCCC2)c1)c1ccccc1Br,?,/
COc1ccc(C(=O)CCC(=O)N2CCN(c3ccc(N4CCOCC4)nn3)CC2)cc1,2.6%,14.5
Nc1ccc2c(c1)C(=O)Cc1ccccc1S2,?,/
COc1ccc(CCNC(=O)NC(C(F)(F)F)C(F)(F)F)cc1OC,i,/
COc1ccc(NC(=O)CN2CCN(c3ccccc3F)CC2)cc1,20.6%,-8.7
CN(Cc1ccc(F)cc1)C(=O)CNC(=O)c1cccs1,?,/
CCOc1ncccc1C(=O)OCC(=O)NC(=O)NC(C)C,5.6%,-22.2
O=C(NNC(=O)c1cnccc1C(F)(F)F)c1ccccc1,12.6%,8.3
CCOC(=O)c1cnn(-c2nc3c(C)cccc3s2)c1C,?,/
C/C(=N\Nc1ccc(S(N)(=O)=O)cc1[N+](=O)[O-])c1ccco1,-0.6%,-23.4
CN(C)c1ccc2c(O)cc(=O)n(C)c2c1,5.8%,-0.9
CCCCNC(=O)C1CCCN1C(=O)Nc1cccc(OC)c1 (centres undefined),?,/
CC(C)c1ccc(NC(=O)c2ccccc2NC(=O)C2CC=CCC2C(=O)O)cc1 (centres undefined),i,-21.2
COc1ccc(N2CCN(Cc3nc(-c4ccccc4)no3)CC2)cc1,0.0%,-1.2
O=C(Nc1ccc([N+](=O)[O-])cc1)C1C(c2ccccc2)=C1c1ccccc1,i,/
Cc1cccc(C(=O)NCC(c2ccco2)N(C)C)c1 (centres undefined),5.0%,-5.8
CC1CCCN(CCCNC(=O)c2ccc(CS(=O)(=O)c3c(Cl)cccc3Cl)o2)C1 (centres undefined),?,/
CC(=O)N1CCN(S(=O)(=O)c2ccc3c(c2)CCC(=O)N3)CC1,?,/
Cc1ccc(Nc2c(-c3ccc(N4CCOCC4)cc3)nc3ncccn23)cc1,19.2%,5.1
CC(C)NC(=O)c1cc(C(=O)c2cc(Cl)ccc2O)coc1=N,-14.4%,/
O=C(COC(=O)COc1ccc(Cl)cc1Cl)Nc1cccnc1Cl,0.2%,3.8
COc1ccc(-c2[nH]ncc2CN(Cc2nccn2C)C(C)C)cc1F,5.6%,-0.7
CN(C)c1nnc(-c2ccc(Cl)cc2)o1,?,/
O=C(Nc1cccc(C(F)(F)F)c1)c1cc(S(=O)(=O)N2CCCCC2)ccc1N1CCOCC1,0.0%,-8.4
CC(=O)N(C(C)=O)C1=C(C#N)C2(CCCCC2)Cc2ccccc21,-5.8%,-0.9
O=C(NC(=S)NCc1ccco1)c1ccccc1,7.2%,2.7
COc1ccc(Cn2cnc3c4cc(F)ccc4n(C)c3c2=O)cc1,7.9%,/
Cc1cccc(C)c1NC(=O)CCCSc1nnc(N)s1,?,/
Cn1c(CNC(=O)c2ccc3c(c2)OCO3)nnc1SCC(=O)Nc1ccccc1F,i,3.4
Cc1cc(NC(=O)CCC(=O)N(CC(=O)NC2CCCC2)Cc2ccccc2Cl)no1,?,/
C/C(=N\NC(=O)c1ccccc1)c1ccc(N2CCCCC2)cc1,?,/
CC1CN(c2nc3c(c(=O)n(Cc4ccc(Cl)cc4)c(=O)n3C)n2C)CC(C)O1 (centres undefined),?,/
COC(=O)C1=C(C)Nc2nnnn2C1c1cc(OC)ccc1OC (centres undefined),?,/
CC1=CC(C)(C)N(C(=O)c2ccccc2)c2ccc(C)cc21,8.0%,-17.7
CCOc1ccc(C(=O)NNC(=O)c2cc(C)oc2C)cc1,?,/
Cc1ccc(C(=O)NCCCNCCCN(C)C)cn1,?,/
O=C(Nc1ccc(F)cc1)C1CCCN(S(=O)(=O)c2cccc3cccnc23)C1 (centres undefined),?,/
O=[N+]([O-])C(/C=C(\Cl)[N+](=O)[O-])=C1N(Cc2ccc(Cl)nc2)CCN1Cc1ccc(Cl)nc1,15.8%,18.1
Cc1nc2ccc(NC(=O)C3CCN(S(=O)(=O)c4cccs4)CC3)cc2s1,1.3%,-7.5
COc1cccc(CNC(=O)CN2C(=O)CSc3ccc(S(=O)(=O)N4CCCCC4)cc32)c1,?,/
O=C(NCc1ccccn1)C(=O)Nc1cccc2ccccc12,?,/
CCCCCC(=O)N1CCN(CCN=CC2=C(O)CC(c3ccc(OC)c(OC)c3)CC2=O)CC1 (centres undefined),8.9%,12.5
CCn1c(COc2ccccc2C)nnc1SCC(=O)N1CCCCC1,?,/
O=c1[nH]c(N2CCN(c3ccccc3)CC2)nc2c1CCCC2,?,/
CCN(c1ccc(NC(=O)COC(=O)c2ccc(S(=O)(=O)N3CCCC3)cc2)cc1)C(C)C,i,/
Cc1cc(C(=O)NP(=O)(N2CCOCC2)N2CCOCC2)c(C)n1-c1ccc(N(C)C)cc1,13.5%,6.2
COc1ccc(S(=O)(=O)NCC2CCCO2)cc1Cl (centres undefined),i,1.1
CCOC(=O)c1c(NC(=O)CN2CCN(C(=O)C3CCCO3)CC2)sc(C)c1C (centres undefined),?,/
Cc1ccccc1NC(=O)CSc1nc(-c2ccccc2)cc(=O)[nH]1,10.4%,25.9
CCn1c(SCC(=O)OC)nnc1-c1c[nH]c2ccccc12,?,/
CCOc1ccc(NS(=O)(=O)c2ccc3ncsc3c2)cc1,-13.4%,-3.5
CCN(CC)S(=O)(=O)c1ccc(Nc2cc(C)nc3ncnn23)cc1,20.1%,8.3
COc1ccc(CN2C(=O)c3ccccc3C2=O)cc1,?,/
COc1cccc(C(=O)NCC2CCN(c3ccc(S(=O)(=O)N4CCOCC4)cc3)CC2)c1,15.0%,-14.3
CCOC(=O)N1CCN(S(=O)(=O)c2ccc(C(=O)N(CCN(CC)CC)c3nc4ccc(C)cc4s3)cc2)CC1,-4.6%,26.5
Cc1cccc(N(CC(=O)NC2CCCCC2)C(=O)c2csnn2)c1,?,/
Cc1cc(C(=O)N2CCN(c3ccccn3)CC2)no1,4.9%,14.4
O=C(NCCc1c[nH]c2ccccc12)c1cnc2n(c1=O)CCS2,-1.5%,-4.5
Cc1cc(C(=O)OCCN2C(=O)c3ccccc3C2=O)c2ccccc2n1,-18.9%,-7.6

# Looked up by compound from the list above, 5 records:
SMILES,S3 lipid droplet,S3 lipid droplet cell count max
Cc1cccc(N(CC(=O)NC2CCCCC2)C(=O)c2csnn2)c1,?,/
CCOC(=O)c1c(NC(=O)CN2CCN(C(=O)C3CCCO3)CC2)sc(C)c1C (centres undefined),?,/
CCN(CC)S(=O)(=O)c1ccc(Nc2cc(C)nc3ncnn23)cc1,20.1%,8.3
COc1ccc(CN2C(=O)c3ccccc3C2=O)cc1,?,/
CCOc1ccc(NS(=O)(=O)c2ccc3ncsc3c2)cc1,-13.4%,-3.5

# Taken from above.
# Value for O=C(NCCc1c[nH]c2ccccc12)c1cnc2n(c1=O)CCS2 in S3 lipid droplet: -1.5%
# Value for CCOC(=O)N1CCN(S(=O)(=O)c2ccc(C(=O)N(CCN(CC)CC)c3nc4ccc(C)cc4s3)cc2)CC1 in S3 lipid droplet: -4.6%
# Value for COc1cccc(C(=O)NCC2CCN(c3ccc(S(=O)(=O)N4CCOCC4)cc3)CC2)c1 in S3 lipid droplet cell count max: -14.3
# Value for Cc1cc(C(=O)OCCN2C(=O)c3ccccc3C2=O)c2ccccc2n1 in S3 lipid droplet cell count max: -7.6

# Next part.
SMILES,S3 lipid droplet,S3 lipid droplet cell count max
O=C(COC(=O)c1cc2ccccc2oc1=O)c1cccc([N+](=O)[O-])c1,?,/
CCCCn1c(N)c(N(CC(C)C)C(=O)C2CCN(S(=O)(=O)c3ccc(Cl)cc3)CC2)c(=O)[nH]c1=O,?,/
Cc1ccc(NC(=O)CSc2nnc(-c3cnccn3)n2-c2ccccc2)cc1,12.2%,-11.9
O=C(C1=COCCO1)N1CCN(S(=O)(=O)c2cccc(Cl)c2Cl)CC1,15.3%,-1.9
Cc1ccc(NS(=O)(=O)c2cc(C(=O)NCc3cccnc3)ccc2C)cc1,?,/
CN(C)c1ccc(C(=O)OCc2ccccc2)cc1,?,/
CCOc1ccc(C(C)=O)cc1CSc1nnc(-c2cccs2)n1CC1CCCO1 (centres undefined),?,/
C=CCSc1nc(C)c(CC(=O)OCCCC)c(=O)[nH]1,4.5%,5.7
O=C(Cc1cccs1)NCc1ccc(F)cc1,i,/
O=C(CCCN1C(=O)/C(=C/c2cccs2)SC1=S)NNC(=O)c1ccncc1,6.2%,21.0
CC[C@@H]1CC=C[C@H]2[C@H]1C(=O)N(Cc1ccccc1)[C@H]2c1ccc2ccccc2c1,3.7%,/
CS(=O)(=O)N1CCN(Cc2ccc(C(F)(F)F)cc2)CC1,-1.2%,2.3
O=C(COC(=O)c1cncc(Br)c1)NCC1CCCO1 (centres undefined),-3.4%,9.4
CN(C(=O)COC(=O)CCC1CCCCC1)c1c(N)n(Cc2ccccc2)c(=O)[nH]c1=O,9.3%,-7.0
O=C(N/C(=C/c1cccnc1)C(=O)N1CCOCC1)c1ccccc1Cl,-1.1%,15.8

# Some of the compounds tested; count on the stated rates, not on these rows.
